# AI-2 QS modul: Vibrio harveyi AI-2 quorum sensing modulators, primary screen, JMH597 strain, luminescence/OD600 ratio. Vibrio harveyi JMH597 AI-2 luminescence/OD600 ratio, 9 h; active compounds read low; strain lacks LuxN and CqsS sensors; 0 = neutral-control median. activity change, % at 7.5 µM. 300,000 compounds, 0.4% hits. AID 2094, 2009; in the data active = activity change below about -75%, passing the limit was not always enough; inconclusive = no clear call, values can overlap the other calls;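 also: luminescence divided by OD600 gain over 9 h not by final OD600 alone; inactives centre near 13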
# IEC-6 cytotox: cytotoxicity in IEC-6 intestinal epithelial cells, primary screen, cytotoxicity control for KLF5 inhibitor project, cell-based, luminescence. 290,000 compounds, 0.78% hits. inhibition, % at 5 µM. IEC-6 cytotoxicity, luminescence viability. AID 1825, 2009; in the data active = inhibition above about 22%;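 also: 0% = plate median of test compound wells and 100% = cytotoxic reference compound wells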
# aSyn UTR inh: MLPCN primary screen, SNCA 5' untranslated region | inhibition, % (tested at 7.5 µM) | alpha-synuclein 5'UTR reporter, inhibitor activity | 300,000 compounds, 0.82% hits | AID 1813, 2009; in the data active = inhibition above about 60%; inconclusive = no clear call, values can overlap the other calls;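 also: H4 neuroglioblastoma cells stably carrying SNCA 5'UTR luciferase fusion; 0% = DMSO wells and 100% = positive control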
# HSP90 inh: HSP90 inhibitors, primary screen, cell lysate, luminescence; inhibition, % at 5.6 µM; AID 1789, 2009; Rabbit reticulocyte lysate, luciferase refolding luminescence, 3 h; 290,000 compounds, 0.91% hits;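 active = inhibition above the screen-wide mean plus 3 SD, computed separately per campaign, cut at about 16% in these data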;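 also: 0% = DMSO wells and 100% = 60 µM geldanamycin wells; inhibitors lower the luminescence because luciferase stays unfolded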
# KLF5 inhibitor: KLF5 expression inhibitors, primary screen, DLD-1 cells, luminescence. AID 1700, 2009. inhibition, % at 5 µM. DLD-1 KLF5 promoter-luciferase reporter. 290,000 compounds, 0.23% hits;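 active = inhibition above a per-plate limit of that plate's mean compound inhibition plus 3 SD, cut at about 60% in these data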;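 also: 0% = DMSO wells and 100% = LY294002 at 200 µM; higher means less KLF5 promoter-driven luciferase light; inactives centre near -14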
# HDAC3 inh: HDAC3 deacetylase inhibitors, primary screen, biochemical, fluorescence, cell-free homogeneous; Histone deacetylase 3 (Homo sapiens), O15379; recombinant HDAC3, fluorogenic peptide/trypsin coupled; inhibition, % at 8.3 µM; 320,000 compounds, 0.15% hits; in the data active = inhibition above about 26%, passing the limit was not always enough; inconclusive = no clear call, values can overlap the other calls
# Target sequence (O15379 whole entry, looked up): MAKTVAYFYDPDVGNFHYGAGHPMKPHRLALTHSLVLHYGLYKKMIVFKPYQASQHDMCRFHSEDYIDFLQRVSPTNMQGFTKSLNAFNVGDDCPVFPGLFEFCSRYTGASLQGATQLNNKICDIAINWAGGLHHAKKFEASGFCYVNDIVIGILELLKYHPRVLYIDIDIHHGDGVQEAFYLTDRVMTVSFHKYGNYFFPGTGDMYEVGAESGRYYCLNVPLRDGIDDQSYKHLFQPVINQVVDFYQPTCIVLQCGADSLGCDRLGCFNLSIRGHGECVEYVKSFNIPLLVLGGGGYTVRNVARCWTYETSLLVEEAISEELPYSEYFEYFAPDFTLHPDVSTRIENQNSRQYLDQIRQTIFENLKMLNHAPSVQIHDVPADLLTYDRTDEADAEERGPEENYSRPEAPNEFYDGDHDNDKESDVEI
# HSF1 inhib: HSF1 inhibitors in luciferase reporter cells, primary screen, cell-based, NIH3T3, luminescence. NIH3T3-HGL HSE-luciferase, MG132-induced, luminescence 8 h; active compounds read low. 300,000 compounds, 0.77% hits. activity change, negative = inhibition, % at 7.5 µM (by protocol);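 active = more than half of replicate wells show activity change below -50%, luminescence cut by over half; inconclusive = some wells, but at most half, below -50%; inactive = no replicate well below -50%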;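 also: luciferase reports HSF-1 transcriptional activity via heat shock element; 0% = median of DMSO wells and -100% = zero luminescence signal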
# HIF act: HIF pathway transcriptional activators, primary screen, cell-based, U2OS HRE-luciferase, luminescence. activation, % at 7.5 µM (by protocol). AID 1910, 2009. U2OS HRE-luciferase reporter; normalized: DMSO 0%, desferrioxamine 100%. 300,000 compounds, 0.32% hits;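 active = mean activation of at least 10% of the iron chelator positive control signal, with at least half of replicates also reaching 10%; inconclusive = mean and replicate majority disagree about reaching 10%; inactive = mean and most replicates under 10%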
# Platelet DG rel: inhibitors of platelet dense granule secretion, primary screen, cell-based, MLPCN, human platelets | 300,000 compounds, 0.22% hits | inhibition, %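 (compounds screened at 7.5 µM in platelet-rich plasma)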 | AID 1663, 2009 | human platelet-rich plasma, SFLLRN dense granule ATP release, luminescence;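 active = mean replicate score, as percent of positive control, at or above 50; inconclusive = mean below 50 but at least one replicate at or above 50; inactive = mean and every replicate below 50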
# HSF-1 act: HSF-1 activators, primary screen, NIH3T3-HGL cells, MG132 stress, luminescence, single point; NIH3T3-HGL HSF-1 luciferase reporter, 8 h; 100% = twice DMSO control signal; activation, % at 9 µM; 300,000 compounds, 1.7% hits; AID 504408, 2011;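 active = mean replicate activation of at least 50% with a set share of replicates each reaching 50%; inconclusive = only one of those two conditions met; inactive = mean below 50% and too few replicates reaching it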;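 also: 0% = median of the neutral control wells and 100% = twice that signal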
# Starred values were filed as active, the others as inactive; ? = inconclusive; / = not tested or not shown. The order is random; 5% or so of the library scored in one or more.
# Values run as follows: AI-2 QS modul	IEC-6 cytotox	aSyn UTR inh	HSP90 inh	KLF5 inhibitor	HDAC3 inh	HSF1 inhib	HIF act	Platelet DG rel	HSF-1 act
COc1ccc(CCNC(=O)Cc2ccc(NC3=NC4CS(=O)(=O)CC4S3)cc2)c(OC)c1 (stereo not drawn)
 : 1	-1	21	0	1	-6	-3	-0.2	-4	-15
O=c1[nH]cc(-c2ccc(Br)cc2)n1Cc1ccccc1
 : -11	0	15	1	13	-1	9	-0.8	0	17
Brc1cnc2nc(SCc3nc4ccccc4[nH]3)[nH]c2c1
 : -35	-4	23	-1	-18	9	1	0.6	-3	23
Cc1ccc(CNC(=O)C2CCN(c3nn4c(=O)cc(C)nc4s3)CC2)cc1
 : 16	-8	6	-7	9	3	3	0.5	-8	-8
CC1(c2nnc(Cc3ccccc3)o2)CC(c2ccccc2)=NO1 (stereo not drawn)
 : 24	/	12	/	/	2	6	0.2	8	2
CC(=O)c1cccc(NC(=O)Nc2ccc(C(=O)N3CCCC3)cc2)c1
 : 22	-4	-37	-2	2	-4	-10	0.7	7	-21
CCOC(=O)c1cc(C(C)(C)C)oc1CN
 : 17	-5	-17	3	-27	6	4	-0.3	-3	12
CCOC(=O)c1c(C)n(C)c2ccc(OC)c([N+](=O)[O-])c12
 : 61	2	-7	2	-40	-5	-1	-0.3	3	1
Cc1nc2c3ccccc3nc(NNC(=O)CCC(=O)NC(C)C)n2n1
 : 31	-6	15	0	-30	9	-6	-0.4	14	3
CC(=O)Nc1ccc(NC(=O)Cn2cc3c(n2)CCCC3)cc1
 : 44	-1	-6	2	-15	0	-4	-0.2	0	3
O=S(=O)(NCc1ccccc1)c1cccc(S(=O)(=O)N2CCOCC2)c1
 : 7	-2	-2	-3	-15	6	-6	0.7	-3	-9
O=C(/C=C/NNC(=O)c1ccccc1O)c1ccccc1
 : -12	0	-13	5	-47	5	0	-0.2	0	5
O=C(CSc1nnc(-c2ccc(Cl)cc2)n1-c1ccccc1)N/N=C/c1ccccc1C(=O)O
 : 40	-6	-35	-1	-16	5	-1	-35	-15	24
O=C(NC1CCCCC1)N(Cc1cc2cc3c(cc2[nH]c1=O)OCCO3)CC1CCCO1 (stereo not drawn)
 : 14	7	5	-3	-19	-2	-1	0.2	13	-2
Cc1nn(C)c(C(=O)NNC(=S)NCc2ccco2)c1Br
 : -4	-4	13	0	8	3	5	0.1	7	17
O=c1[nH]c(CSc2nnc3ccccn23)nc2cc(C(F)(F)F)ccc12
 : 17	0	-8	7	-115	1	13	0.1	0	9
Cc1[nH]c2ccccc2c1/C=C/c1nc2ccccc2c(=O)n1-c1ccc([N+](=O)[O-])cc1
 : 22	2	7	1	-8	3	-3	0.3	19	0
Cn1c(=O)c(C(=O)CSc2nncs2)c(N)n(Cc2ccccc2)c1=O
 : 6	6	20	4	-3	3	-2	-0.1	-2	-6
Cc1c(C(=O)NCc2cccnc2)oc2c1C(=O)CC(C)(C)C2
 : 15	10	12	4	-16	-3	-8	-0.4	-10	-9
Cc1cccc(C)c1NC(=O)NC1CCc2ccccc21 (stereo not drawn)
 : 3	-6	-10	-1	-24	-2	-2	-1.1	4	-11
COc1nc(C)ccc1-c1noc(-c2ccncc2)n1
 : 29	2	-125	1	-3	4	7	2.0	1	-5
CCCNc1nc2c(c(=O)[nH]c(=O)n2C)n1CCCc1ccccc1
 : 9	-1	19	-1	-14	-4	-6	-0.7	-3	-12
O=C1c2ccccc2S(=O)(=O)N1Cc1nnc(-c2ccccc2Br)o1
 : 2	0	28	-1	-18	/	14	0.0	-14	1
CC(CCc1ccccc1)NC(=O)C1CCN(C(=O)c2sccc2-n2cccc2)CC1 (stereo not drawn)
 : 26	-2	21	-2	-10	2	-1	-0.3	2	-7
CCc1ccccc1NC(=S)N1CCN(c2cccc(OC)c2)CC1
 : 2	4	15	2	-2	2	-10	-0.8	6	-25
CCc1c(C)nc(SCC(=O)N2CC(C)OC(C)C2)[nH]c1=O (stereo not drawn)
 : 33	/	-17	/	/	2	-5	-0.5	-14	-10
COc1ccc(-c2cc(C(=O)NC3CCCC3)no2)cc1OC
 : 28	1	-59	6	-38	-3	10	2.2	-1	15
COc1ccc(N(C(=O)c2snc(C(N)=O)c2N)C(C(=O)NC2CCCC2)c2cccs2)cc1OC (stereo not drawn)
 : 11	3	17	-2	5	7	1	0.4	-2	14
COc1ccc(-n2c(SCC3OCCO3)nc3c(sc(=S)n3-c3ccccc3)c2=O)cc1OC
 : 29	3	23	5	-26	1	4	-1.0	2	0
CCOC(=O)c1cccc(Nc2nc(-c3cccnc3)nc3ccccc23)c1
 : 21	4	-25	-3	-4	-1	-1	0.6	3	13

# Entries of single compounds as entered above. Order of values: AI-2 QS modul | IEC-6 cytotox | aSyn UTR inh | HSP90 inh | KLF5 inhibitor | HDAC3 inh | HSF1 inhib | HIF act | Platelet DG rel | HSF-1 act
# Cc1c(C(=O)NCc2cccnc2)oc2c1C(=O)CC(C)(C)C2 across the screens: 15 | 10 | 12 | 4 | -16 | -3 | -8 | -0.4 | -10 | -9
# CC(=O)Nc1ccc(NC(=O)Cn2cc3c(n2)CCCC3)cc1 across the screens: 44 | -1 | -6 | 2 | -15 | 0 | -4 | -0.2 | 0 | 3
# CCOC(=O)c1c(C)n(C)c2ccc(OC)c([N+](=O)[O-])c12 across the screens: 61 | 2 | -7 | 2 | -40 | -5 | -1 | -0.3 | 3 | 1
# CCOC(=O)c1cc(C(C)(C)C)oc1CN across the screens: 17 | -5 | -17 | 3 | -27 | 6 | 4 | -0.3 | -3 | 12
# O=C(CSc1nnc(-c2ccc(Cl)cc2)n1-c1ccccc1)N/N=C/c1ccccc1C(=O)O across the screens: 40 | -6 | -35 | -1 | -16 | 5 | -1 | -35 | -15 | 24

# Other structures:
# Values run as follows: AI-2 QS modul	IEC-6 cytotox	aSyn UTR inh	HSP90 inh	KLF5 inhibitor	HDAC3 inh	HSF1 inhib	HIF act	Platelet DG rel	HSF-1 act
CC(C)S(=O)(=O)c1csc(NC(=O)Nc2cc(Cl)ccc2Cl)c1Cl
 : 36	-4	-14	2	-22	2	7	0.1	-2	4
Cc1nccn1CCCNC(=O)CC1C(=O)NCCN1Cc1ccc(F)cc1Cl (stereo not drawn)
 : 8	-4	1	1	-23	-3	0	-6.8	-7	6
Cc1ccc(S(=O)(=O)CC(=O)c2ccccc2)cc1
 : -79*	1	-12	3	-2	3	4	0.7	5	18
COc1ccc2c(c1)OC1(C)CC2C(C(=O)c2ccccc2OC)C(=O)N1 (stereo not drawn)
 : 4	-2	-10	-2	10	2	0	0.1	-11	2
CN1C(=O)/C(=N\OC(=O)c2ccccc2Cl)c2ccccc21
 : 28	5	-8	-2	-45	1	-9	0.1	6	-3
Cc1ccc(C)c(N2CCN(CCCNC(=O)Cn3c(=O)c4cccn4c4cccnc43)CC2)c1
 : 23	2	11	-1	-3	-1	-4	-0.5	1	10
CC1CN=C(N(Cc2ccccc2)C(=O)Nc2ccccc2)S1 (stereo not drawn)
 : 7	0	-40	0	-19	1	3	0.7	-2	4
CCOC(=O)C(NC(=O)c1ccccc1)(OCc1ccccc1)C(F)(F)F (stereo not drawn)
 : 9	4	-6	1	-6	6	0	-0.3	1	4
CCN(CC(=O)NCc1cccs1)C(=O)c1cccc(S(=O)(=O)Nc2ccc(OC)cc2)c1
 : 19	/	3	/	/	-1	3	-16	-3	1
COc1ccc(S(=O)(=O)N2CCC(C(=O)NCc3cccnc3)CC2)cc1Cl
 : 31	-2	6	-3	-9	0	-7	0.9	11	6
c1ccc2nc3c(nc2c1)CCc1nonc1-3
 : 9	-5	-7	2	4	?	1	0.0	0	1
COC12NC(=O)N(C)C1(OC)C(=O)N(C)C(=O)N2C (stereo not drawn)
 : 20	5	5	4	-7	5	/	/	-11	/
O=C(NCc1ccccc1)c1noc2c1CCCC2
 : -17	-2	-43	1	-21	6	11	1.0	12	10
COc1ccccc1C(=O)Nc1ccnn1C1CCN(Cc2ccn[nH]2)CC1
 : 16	-8	-5	-6	-24	0	-3	0.7	-6	8
NNC(=O)CS(=O)(=O)c1ccc(Cl)cc1
 : 34	-4	-3	2	-9	3	1	0.5	-1	0
O=S1(=O)CCOCCCN1Cc1ccccc1Br
 : 3	5	-10	-3	-9	2	-1	0.4	8	-9
Cc1ccc(/C=N/Nc2ncnc3nc[nH]c23)cc1
 : -8	2	-63	-3	-81	?	3	2.4	24	7
CN1CCC(=O)N([C@H](COc2ccccc2)Cc2ccccc2)CC1
 : 13	-1	-5	-5	-19	-11	-4	-0.5	4	8
COC(=O)C1=C(C(=O)OC)SC2(S1)C(C(=O)OC)=C(C(=O)OC)SC1=C2c2cccc(C)c2NC1(C)C
 : 11	-4	8	3	-25	-4	-12	-0.5	-4	1
COCCNC(=O)CSc1ccc(-c2nc3ccccc3[nH]2)cn1
 : 12	0	-13	-2	-30	-17	1	0.2	4	8
CSc1ncccc1C(=O)OCC(=O)N1CCOCC1
 : 35	-5	-20	-3	-15	-6	12	1.4	-1	13
O=C(CN1C(=O)CSc2ccc(S(=O)(=O)N3CCOCC3)cc21)N1CCCCC1
 : 24	-5	6	-7	-25	4	4	-0.1	18	31
COc1cc(C(=O)N2CCCC(c3nc(-c4cccs4)no3)C2)cc(OC)c1OC (stereo not drawn)
 : -5	0	1	0	-13	-1	-5	-0.3	8	21
CC(=O)Nc1ccc(NC(=O)CSc2nnc(COc3ccccc3C)n2CC2CCCO2)cc1 (stereo not drawn)
 : 12	2	-38	-2	1	-3	-2	-0.5	-5	-1

# Shown as a hit in AI-2 QS modul (from the list above):
compound | AI-2 QS modul | aSyn UTR inh | HSP90 inh | KLF5 inhibitor | HDAC3 inh | HSF1 inhib | Platelet DG rel | HSF-1 act
Cc1ccc(S(=O)(=O)CC(=O)c2ccccc2)cc1 | -79* | -12 | 3 | -2 | 3 | 4 | 5 | 18

# Copied from the list:
# Result of `O=C(NCc1ccccc1)c1noc2c1CCCC2` under Platelet DG rel: 12
# Result of `COc1cc(C(=O)N2CCCC(c3nc(-c4cccs4)no3)C2)cc(OC)c1OC` (stereo not drawn) under HSF-1 act: 21
